MrgX1 PAM: positive allosteric modulators of MrgX1, primary screen, HEK293 cells, Fluo-4 calcium flux; B-score at 10 µM; 310,000 tested, 0.63% active; FDSS; stronger effect = higher value; AID 588675, 2011;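 active = plate-corrected calcium response at least 3 library SD above typical, normal starting fluorescence, not activating the receptor alone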;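 note: compound read alongside a low EC10 to EC30 dose of BAM8-22 agonist; peak minus trough fluorescence over baseline measured at the second addition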
ANO1 block: TMEM16A chloride channel inhibitors, primary screen, cell-based, HTS | AID 588511, 2011 | 310,000 tested, 1.2% active | HEK293 TMEM16A/YFP iodide influx fluorescence, ionomycin | Anoctamin-1 (Mus musculus), Q8BHY3 | normalized B-score (activity score, 25-100; higher = stronger inhibition) at 10 µM;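 active = ratio plate-corrected score three or more library SD toward inhibition, starting fluorescence score within five deviations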;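 note: score derived from kinetic fluorescence span divided by baseline fluorescence per well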
TRPC4 PAM: positive allosteric modulators of TRPC4, primary screen, cell-based, mouse TRPC4beta, HEK293 mu-opioid, Fluo-4 calcium | AID 2227, 2009 | 310,000 tested, 0.42% active | DAMGO EC20, Fluo-4 Ca2+ flux; stronger effect = higher value | B-score at 10 µM;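 active = B-score of calcium response area above 5 SD of library B-scores, with initial fluorescence ratio within 5 SD of library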;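 note: B-score of integrated fluorescence ratio over time as area under calcium response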
Target sequence (Q9QUQ5 whole entry, looked up): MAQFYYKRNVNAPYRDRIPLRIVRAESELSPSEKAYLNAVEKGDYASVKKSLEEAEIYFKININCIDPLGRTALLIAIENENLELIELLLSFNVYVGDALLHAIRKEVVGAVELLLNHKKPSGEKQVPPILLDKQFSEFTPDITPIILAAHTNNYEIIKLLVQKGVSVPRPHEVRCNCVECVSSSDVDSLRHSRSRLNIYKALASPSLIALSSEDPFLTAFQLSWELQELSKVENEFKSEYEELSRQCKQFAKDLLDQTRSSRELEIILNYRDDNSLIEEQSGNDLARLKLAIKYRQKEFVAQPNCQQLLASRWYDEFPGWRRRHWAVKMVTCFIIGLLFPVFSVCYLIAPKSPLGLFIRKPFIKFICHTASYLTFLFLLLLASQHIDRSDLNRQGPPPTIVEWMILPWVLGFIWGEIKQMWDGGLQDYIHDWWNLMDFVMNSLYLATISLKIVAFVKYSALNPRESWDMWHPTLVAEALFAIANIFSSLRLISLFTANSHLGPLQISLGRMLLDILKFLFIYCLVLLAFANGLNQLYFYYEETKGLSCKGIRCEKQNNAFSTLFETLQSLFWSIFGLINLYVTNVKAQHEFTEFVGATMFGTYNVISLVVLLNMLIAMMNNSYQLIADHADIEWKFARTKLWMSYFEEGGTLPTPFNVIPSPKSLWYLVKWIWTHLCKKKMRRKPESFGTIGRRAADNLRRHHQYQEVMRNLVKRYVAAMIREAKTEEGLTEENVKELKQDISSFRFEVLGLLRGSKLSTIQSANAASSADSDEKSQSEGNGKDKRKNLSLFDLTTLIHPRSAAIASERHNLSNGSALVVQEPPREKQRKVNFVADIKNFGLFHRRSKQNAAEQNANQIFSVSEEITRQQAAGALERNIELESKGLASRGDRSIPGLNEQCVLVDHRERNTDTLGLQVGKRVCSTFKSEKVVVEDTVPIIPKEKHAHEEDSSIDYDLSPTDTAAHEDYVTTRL
TMEM16A act: TMEM16A chloride channel activators or potentiators, primary screen, cell-based, HTS | Anoctamin-1 (Mus musculus), Q8BHY3 | HEK293 TMEM16A/YFP-H148Q/I152L, iodide quench fluorescence; stronger effect = lower value | B-score at 10 µM | 340,000 tested, 0.3% active | AID 623877, 2012;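 active = fluorescence-ratio B-score plate-corrected deviation score at least 3 library SD below zero, with starting fluorescence score within 5 deviations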;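 note: channel opened by trigger with iodide after compound preincubation; score built on the fluorescence ratio of max minus min over baseline; more negative score means more quench and so TMEM16A activation or potentiation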
MrgX1 agonist: agonists of human MrgX1 receptor, primary screen, HEK293 cells, Fluo-4 calcium flux; Mas-related G-protein coupled receptor member X1 (Homo sapiens), Q96LB2; Fluo-4 calcium fluorescence, agonist mode; stronger effect = higher value; B-score at 10 µM; 310,000 tested, 0.44% active;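 active = calcium response B-score plate-corrected fluorescence ratio at least 3 library SD, with starting fluorescence B-score inside 5 SD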
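System – MrgX1-expressing HEK293 cells · Incubation – cells plated overnight, dye loaded 0.5 h 37 °C, 0.5 h room temperature · Technique – kinetic Fluo-4 NW fluorescence of intracellular calcium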
TRPC6 act: mouse TRPC6 channel activators, primary screen, cell-based, HEK293, membrane potential dye; Short transient receptor potential channel 6 (Mus musculus), Q61143; HEK293-TRPC6 membrane potential dye fluorescence; stronger effect = higher value; B-score at 10 µM; 310,000 tested, 0.13% active; AID 2550, 2010;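 active = B-score of the integrated fluorescence ratio above library mean plus 3 SD, and starting fluorescence ratio within library mean plus 5 SD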;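 note: higher score means more depolarization so channel activation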
TRPC4 inh: inhibitors of mouse TRPC4 channel, primary screen, Fluo4 calcium, HEK293 TRPC4beta/mu-opioid cells; DAMGO-evoked Fluo4 calcium flux; stronger effect = lower value; B-score at 10 µM; 300,000 tested, 0.39% active;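 active = B-score over 3 SD under the library average, no early fluorescence shift, positive overall ratio signal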
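Assay system: HEK293 cells with stable TRPC4beta plus mu-opioid receptor expression; Probe or stimulus: DAMGO in two steps, submaximal then maximal; Dosing: single-point compound dosing; Measured by: Fluo4 calcium-dye fluorescence, kinetic read; Read-out basis: B score from integrated Fluo4 fluorescence ratio.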
TRPC6 inhibitor: mouse TRPC6 channel inhibitors, primary screen, cell-based, HEK293, membrane potential dye; Short transient receptor potential channel 6 (Mus musculus), Q61143; ACh-evoked depolarization; stronger effect = lower value; B-score at 10 µM; 310,000 tested, 1.1% active;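 active = B-score under library mean minus 3 SD, initial fluorescence not abnormally high, positive integrated signal ratio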;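 note: B-score derived from integrated fluorescence ratio over the kinetic read; more negative B-score means stronger inhibition of depolarization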
RGS4 block: RGS4 inhibitors, primary screen, cell-based, HEK293 M3R inducible RGS4, calcium flux. Regulator of G-protein signaling 4 (Homo sapiens), P49798. Fluo-4 calcium flux; stronger effect = higher value; triggered by carbachol at its EC20. B-score at 10 µM. 310,000 tested, 0.45% active. AID 463165, 2010;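 active = B-score, a plate-corrected calcium signal, over three deviations above library mean, with baseline fluorescence within five deviations of library mean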;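 note: RGS4 expression induced by doxycycline in cells with stable M3 receptor; B-score is computed from the integrated fluorescence ratio over baseline after carbachol; higher B-score means a larger calcium signal and so more RGS4 inhibition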
MrgX1 antag: antagonists of human MrgX1 receptor, primary screen, HEK293 cells, Fluo-4 calcium flux. Mas-related G-protein coupled receptor member X1 (Homo sapiens), Q96LB2. BAM8-22 antagonism; stronger effect = lower value. B-score at 10 µM. 310,000 tested, 1.3% active;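 active = calcium-response B-score plate-corrected more than 3 library SD below zero, starting fluorescence within 5 deviations, no agonist response on first addition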;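 note: peak minus trough fluorescence over baseline after final BAM8-22 challenge near maximal dose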
TRPC4 act: activators of mouse TRPC4 channel, primary screen, Fluo4 calcium, HEK293 TRPC4beta/mu-opioid cells. Fluo4 calcium fluorescence; stronger effect = higher value. 310,000 tested, 0.49% active. B-score at 10 µM. Short transient receptor potential channel 4 (Mus musculus), Q9QUQ5. AID 2237, 2010;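 active = B-score above 5 SD of library B-scores, and initial fluorescence ratio not above library mean plus 5 SD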;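 note: positive B-score marks a calcium rise read as TRPC4 activation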
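Incubation: 45 min room-temperature Fluo4 loading, 110 s read / System: HEK293 cells stably co-expressing mouse TRPC4beta and mu-opioid receptor / Signal: Fluo4 fluorescence, kinetic / Control set: buffer (low) and maximal DAMGO (high) / Measure: integrated baseline-normalised fluorescence ratio, converted to per-well B score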
An asterisk follows results filed as active; i = inactive; . = no result given. Rows are unselected. About 5.8% of those tested had a hit in this group.

SMILES	MrgX1 PAM	ANO1 block	TRPC4 PAM	TMEM16A act	MrgX1 agonist	TRPC6 act	TRPC4 inh	TRPC6 inhibitor	RGS4 block	MrgX1 antag	TRPC4 act
COc1ccc(C(C(=O)NC2CCCCC2)N(C(=O)c2sc(C)nc2C)c2ccccc2C)cc1 (configuration not stated)	i	i	i	i	i	i	i	i	i	i	i
C=CCn1c(=O)c2c(nc3n2CC(C)CN3Cc2ccccc2)n(C)c1=O (configuration not stated)	i	i	i	i	i	i	i	i	i	i	i
CCS(=O)(=O)C1=NSC2=NC(=O)/C(=C\c3ccc(OS(=O)(=O)c4ccccc4)c(OC)c3)C(=N)N21	33*	i	i	i	i	i	i	i	i	i	i
O=C(CCCOc1ccc(Cl)cc1Cl)Nc1cccnc1	i	i	i	i	i	i	i	i	i	i	i
Cc1ccc(C2(C)NC(=O)N(CC(=O)Nc3ccc(Cl)c(S(=O)(=O)N4CCCCC4)c3)C2=O)cc1 (configuration not stated)	i	i	i	i	i	i	i	i	i	i	i
COc1ccc(NC(=O)CCS(=O)(=O)c2cccc3nonc23)cc1Cl	i	i	i	i	i	i	i	i	i	i	i
CC(=O)Nc1ccc(OC(F)(F)C(F)C(F)(F)F)c(NC(C)=O)c1 (configuration not stated)	i	100*	i	i	i	i	i	i	i	i	i
Cc1ccc(C)c(NC(=O)CSc2nnc(CCCCCNC(=O)OC(C)(C)C)o2)c1	i	i	i	i	i	i	i	i	i	i	i
CCCCn1nnc(NC(=O)c2ccc(-c3cccc(Cl)c3)o2)n1	i	i	i	i	i	i	i	i	i	i	i
Oc1c(I)cc(Cl)c2cccnc12	i	i	i	i	i	i	i	i	i	i	i
O=c1c2cc(F)ccc2[nH]c(=S)n1CCCN1CCOCC1	i	i	i	i	i	i	i	i	i	i	i
O=C(NCC1CCCO1)c1ccc(COc2ccc(Cl)cc2)cc1 (configuration not stated)	i	i	i	i	i	i	i	i	i	i	i
COc1ccccc1Nc1c([N+](=O)[O-])cncc1[N+](=O)[O-]	i	i	i	i	i	i	i	i	i	i	i
Cc1ccc(/C=C2/NC(=O)N(Cc3ccc(Br)cc3)C2=O)o1	i	i	i	i	i	i	i	i	i	i	i
O=C(COC(=O)/C=C/c1cccc(F)c1)Nc1ccc2[nH]c(=O)[nH]c2c1	i	i	i	i	i	i	i	i	i	i	i
S=c1[nH]ncc2ccccc12	i	i	i	i	i	i	i	i	i	i	i
CCCCOc1ccc(-c2cc(C(=O)NNC(=S)NCC)c3ccccc3n2)cc1	i	100*	i	i	i	i	i	i	i	i	i
O=C(c1ccccc1)N1CCCC(C(=O)N2CCCCC2)C1 (configuration not stated)	i	i	i	i	i	i	i	i	i	i	i
CC(C)OCCCNC(=O)C1CCC(=O)N1C1CCCC1 (configuration not stated)	i	i	i	i	i	i	i	i	i	i	i
COc1ccc(C(=O)OCC(=O)NCCCc2ccccc2)c(OC)c1	i	i	i	i	i	i	i	i	i	i	i
Cc1noc(C)c1CN1C(=O)c2ccc([N+](=O)[O-])cc2C1=O	i	i	i	i	i	i	i	i	i	i	i
CN1CCc2nc(SCC(=O)Nc3ccc(F)cc3)c(C#N)cc2C1	i	i	i	.	i	i	i	i	i	i	i
COC(=O)Cc1c(C)nc2nc(-c3ccccc3)[nH]n2c1=O	i	i	i	i	i	i	i	i	i	i	i
CC(OC(=O)C1CCC1)C(=O)Nc1cc(Cl)cc(Cl)c1 (configuration not stated)	i	i	i	i	i	i	i	i	i	i	i
Cc1nc2ccn(Cc3ccccc3)c(=O)c2cc1C(=O)N1CCN(c2ccccc2)CC1	i	i	i	i	i	i	i	i	i	i	i
CCCCC(=O)N=c1sc2c(OC)ccc(OC)c2n1C	i	i	i	i	i	i	i	i	i	i	i
CCOCCn1[nH]c2ccccc2c1=O	i	i	.	i	i	.	.	.	.	i	.
O=c1oc(-c2ccccc2Br)nc2ccccc12	i	i	i	i	i	i	i	i	i	i	i
CC(NC(=O)c1ccccc1N)c1ccccc1 (configuration not stated)	i	i	i	i	i	i	i	i	i	i	i
Cc1cc(N2CCN(c3ccccc3)CC2)n2nnnc2n1	i	i	i	i	i	i	i	i	i	i	i
CCOC(=O)/C=C1\SCC(=O)N1CC(=O)NCc1ccc(OC)c(OC)c1	i	i	i	i	i	i	i	i	i	i	i
O=C(CN1CCCC1)Nc1cccc(Cl)c1	i	i	i	i	i	i	i	i	i	i	i
CCN1CCN(C(=S)Nc2ccc(Cl)cc2Cl)CC1	i	i	i	i	i	i	i	i	i	i	i
CCOC(=O)C1(Cc2ccccc2C(F)(F)F)CCN(CC(O)CO)CC1 (configuration not stated)	i	i	i	i	i	i	i	i	i	i	i
O=C(CN1CCN(Cc2ccccc2)CC1)c1c[nH]c2ccccc12	i	i	i	i	i	i	i	i	i	i	i
Fc1ccccc1/C=N/N1CCN(Cc2ccccc2Cl)CC1	i	i	i	i	i	i	i	i	i	i	i
O=C1c2ccccc2C(Nc2ccccc2)N1Cc1ccc2c(c1)OCO2 (configuration not stated)	i	i	i	i	i	i	i	i	i	i	i
Cc1ccc(/C=C2\CC(C)CC3=C2NC(=S)NC3c2ccc(C)cc2)cc1 (configuration not stated)	i	i	i	i	i	i	i	i	i	i	i
CC(=O)C[C@H]1c2cc(C(F)(F)F)ccc2S(=O)(=O)N1c1ccc(N(C)C)cc1	i	i	i	i	i	i	i	i	i	i	i
O=c1c2ccccc2c(-c2cccc(C(F)(F)F)c2)nn1-c1ccccc1	i	i	i	i	i	i	i	i	i	i	i
C=C1C(=O)O[C@@H]2[C@H]1CC[C@H](C)[C@]1(O)CCC(=O)[C@@]21C	i	i	i	i	i	i	i	i	i	i	i
Clc1ccc(NCc2nncn2-c2ccccc2)cc1	i	i	i	i	i	i	i	i	i	i	i
COc1ccc(C(=O)CCNc2ccc(C)c(Cl)c2)cc1	i	i	i	i	i	i	i	i	i	i	i
O=[N+]([O-])c1cccc(-c2nc(-c3ccccc3)no2)c1	i	i	i	i	i	i	i	i	i	i	i
C=CCN1C(=O)C(C)(C)N(C(C)=O)c2ccccc21	i	i	i	i	i	i	i	i	i	i	i
CCCCN(CC)C(=O)CSc1nc2ccccc2c(=O)n1CC1COc2ccccc2O1 (configuration not stated)	i	i	i	i	i	i	i	i	i	i	i
CC(C)(C)c1ccc(C(=O)NC(=S)NNC(=O)COc2ccccc2)cc1	i	100*	i	-4.6*	45*	i	-6*	i	i	i	72*
CS(=O)(=O)N1CCN(c2ccc(Cl)cc2[N+](=O)[O-])CC1	i	i	i	i	i	i	i	i	i	i	i
COc1ccc(NC(=O)N2CCN(c3ccc([N+](=O)[O-])cc3)CC2)cc1	i	i	i	i	i	i	i	i	i	i	i
CCCC1=C(C(=O)OCC)C(c2ccco2)n2ncnc2N1 (configuration not stated)	i	i	i	i	i	i	i	i	i	i	i
Cc1nc2ccccc2n1Cc1ccc(Cl)cc1	i	25*	i	i	i	i	i	i	i	i	i
Cn1c(=O)c(=O)n(C)c2cc(S(=O)(=O)N3CCCC3C(=O)Nc3ccccc3F)ccc21 (configuration not stated)	i	i	i	i	i	i	i	i	i	i	i
O=C(NC1=NCCS1)c1ccc(C(F)(F)F)cc1	i	i	i	i	i	i	i	i	i	i	i
O=C(NCCN1CCNC1=O)C1CCC(=O)N(CCc2ccc(Cl)cc2)C1 (configuration not stated)	.	.	i	i	.	i	i	i	i	.	i
Cc1ccccc1OCC(=O)NC(=S)Nc1ccc2c3c(cccc13)CC2	i	i	i	i	i	i	i	i	i	i	i
CC(=O)N(c1ccc(Cl)cc1)c1nc(C)cc(C)c1C#N	i	i	i	i	i	i	i	i	i	i	i
COc1ccc(N(CC(=O)N/N=C(\C)c2cccs2)S(=O)(=O)c2ccccc2)cc1Cl	i	i	i	.	i	i	i	i	i	i	i
CC(C)N1C(=O)C2ON(c3ccccc3)C(c3cccs3)C2C1=O (configuration not stated)	i	i	i	i	i	i	i	i	i	i	i
CCN(CC)S(=O)(=O)c1cccc(C(=O)N/N=C/c2cc(OC)c(O)c(OC)c2)c1	i	i	i	i	i	i	i	i	i	i	i
CNCC/C=C1/c2ccccc2CSc2ccccc21	i	i	i	i	i	i	i	i	i	i	i

The list continues.
SMILES	MrgX1 PAM	ANO1 block	TRPC4 PAM	TMEM16A act	MrgX1 agonist	TRPC6 act	TRPC4 inh	TRPC6 inhibitor	RGS4 block	MrgX1 antag	TRPC4 act
Cc1cccc(N(CC(=O)NCc2ccco2)C(=O)CCC(=O)Nc2nccs2)c1C	i	i	i	i	i	i	i	i	i	i	i
CCOC(=O)c1sc(=NC(=O)CCSc2ccccc2)n(C)c1C	i	i	i	i	i	i	i	i	i	i	i
CCn1nc(Cc2cccc3ccccc23)c(C#N)c1N	i	i	i	i	i	i	i	i	i	i	i
COc1ccc(CCNC(=O)c2cc(C)oc2C)cc1	i	i	i	i	i	i	i	i	i	i	i
COc1ccccc1CN1CCCC(CN(CCN(C)C)C(=O)c2ccc(C)cc2)C1 (configuration not stated)	i	i	i	i	i	i	i	i	i	i	i
O=C(NNC(=O)c1ccccc1F)c1ccco1	i	i	i	i	i	i	i	i	i	i	i

Assay outcomes: PubChem, Johns Hopkins Ion Channel Center
